Compound activity from PubChem.
KB-3-1 cytotox = KB-3-1 parental cell cytotoxicity; KB-3-1 viability, CellTiter-Glo ATP luminescence, 72 h; Potency, µM (highest dose often 46.1 µM), for the others: top-dose activity change, negative = cytotoxic, usual class: cytotoxic; 400,000 compounds, 1.4% hits; further: potency means the concentration at half of the fitted maximal effect; on the % scale 0 is the no-effect control and ±100 the full control effect; nearly all actives have a fitted effect of over 60% in size
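Multi-concentration cytotoxicity screen in KB-3-1 cells grown in DMEM lacking phenol red with 10% FBS. After 72 h at 37 °C with compound, ATP-dependent luminescence was recorded.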
HT1080NT lethal = kills 2HG-producing HT-1080-NT fibrosarcoma cells; AID 686970; Potency, µM (doses to about 46.1 µM), for the others: at the highest dose activity, negative = less viability, usual class: cytotoxic; 360,000 compounds, 1.6% hits; HT-1080-NT fibrosarcoma viability, CellTiter-Glo ATP luminescence, 48 h;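 further: NT is the 2HG producing partner of a matched IDH1 knockdown line; potency means the concentration at half of the fitted maximal effect; 0% = DMSO-treated cells and -100% = media-only wells without cells; nearly all actives have a fitted effect of over 55% in size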
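Viability of the 2HG-overproducing fibrosarcoma line after 48 hours of compound exposure at 37 degrees C was determined by luminescence with CellTiter-Glo, and concentration-effect curves were then fitted and categorized.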
IL1B secr inh = inflammasome signaling inhibition, IL-1 beta readout; THP-1 LPS/ATP IL-1B secretion, AlphaLISA, 16 h; stronger effect = lower value; activity change, % at 57.5 µM; 360,000 compounds, 4.7% hits; AID 743279; in the data active means activity change below about -50%; inconclusive means mostly about -30% to -49%; further: on the % scale 0 is the no-effect control and ±100 the full control effect
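Secreted IL-1B measured by AlphaLISA bead assay after 16 h compound exposure of THP-1 cells; compounds (final up to 57.5 uM) added 1 h before LPS (250 ng/mL) and ATP (1.25 mM) stimulation; lower signal means less secretion.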
KB-V1 cytotox = kills drug-selected multidrug resistant KB-V1 cells | KB-V1 MDR cells viability, CellTiter-Glo, 72 h | Potency, µM (series often up to 46.1 µM), for the others: at the top dose activity change, negative = cytotoxicity, most hits filed as cytotoxic | 400,000 compounds, 3.4% hits | AID 1347076; further: potency means the concentration at half of the fitted maximal effect; on the % scale 0 is the no-effect control and ±100 the full control effect; nearly all actives have a fitted effect of over 60% in size
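Cells of the MDR subline KB-V1 are plated, dosed with compound at multiple concentrations, and incubated 72 h at 37 degrees C; CellTiter-Glo is then added and luminescence read after 10 min.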
MCF10A rerep = inducers of DNA re-replication in MCF 10A breast cells; MCF 10A DNA re-replication, Hoechst nuclear intensity, 48 h; Potency, µM (titrated, usually from 46.1 µM), inactives show at the top dose activity, positive = re-replication, hits mostly activators; 350,000 compounds, 2.9% hits; further: potency means the concentration at half of the fitted maximal effect; % of control where 0% means no effect; nearly all actives have a fitted effect of over 50% in size
HT1080 IDH1KD tx = toxicity to HT-1080 IDH1 knockdown cells (counter line). HT-1080 IDH1 knockdown viability, ATP luminescence, 48 h. Potency, µM (titrated, usually from 46.1 µM), for the others: at the top dose activity, negative = toxicity, hits mostly cytotoxic. 360,000 compounds, 2% hits. AID 686971;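 further: potency means the concentration at half of the fitted maximal effect; 0% = DMSO wells and -100% = cell-free medium wells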
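IDH1KD HT-1080 cells, 750/well, RPMI + 5% FBS; compound pinned after 2 h settling; 48 h, 37 °C; CellTiter-Glo luminescence; % activity normalised to DMSO and no-cell wells; curves fitted, classed by r2 and efficacy.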
S2 tox = viability counter-screen for ATXN expression inhibitors; S2 cells (HEK-293 line with an ATXN2-luciferase reporter) viability, CellTiter-Fluor protease fluorescence, 24 h; Potency, µM (highest dose often 56.7 µM), actives largely listed as cytotoxic; 400,000 compounds, 0.49% hits; further: potency means the concentration at half of the fitted maximal effect; nearly all actives have a fitted effect of over 40% in size
SW480 rereplic = inducers of DNA re-replication in SW480 colon cancer cells; 340,000 compounds, 1.8% hits; SW480 DNA re-replication, Hoechst DNA content imaging, 48 h; AID 624297; Potency, µM (series often up to 46.1 µM), without a hit: top-dose re-replication activation, hits mostly activators; further: potency means the concentration at half of the fitted maximal effect; % of control where 0% means no effect; nearly all actives have a fitted effect of over 55% in size
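Image-based DNA-content assay: after two days of treatment, nuclei were labelled with the DNA dye Hoechst and imaged, and hits were compounds raising the count of nuclei showing high fluorescence intensity.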
ATXN2 expr inh = inhibitors of ATXN2 expression | Potency, µM (series often up to 57 µM), for inactives: top-dose activity change, negative = inhibition, usual class: inhibitors | HEK-293 ATXN2-luciferase reporter, luminescence, 24 h | 360,000 compounds, 0.72% hits; further: potency means the concentration at half of the fitted maximal effect; on the % scale 0 is the no-effect control and ±100 the full control effect; nearly all actives have a fitted effect of over 55% in size
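ATXN2-luciferase reporter cells (luciferase flanked by upstream and downstream ATXN2 gene portions) were treated 24 h at 37 °C with compounds at up to 57 uM. SteadyGlo luminescence gave expression; GF-AFC fluorescence gave viability.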
* hit, by the source's call; i = inactive; ? = inconclusive; · = no result given; [ ] = remark or other dose. Unless noted, the call rests on the fitted dose curve; in most records, active means well fitted curve in the direction sought with a large enough effect; inconclusive means small, poorly fitted or top-dose-only effect, or another doubt; inactive means no such curve, though single readings can be large; an effect the other way counts as inactive or inconclusive.

SMILES	KB-3-1 cytotox	HT1080NT lethal	IL1B secr inh	KB-V1 cytotox	MCF10A rerep	HT1080 IDH1KD tx	S2 tox	SW480 rereplic	ATXN2 expr inh
C[C@@H](C(=O)NCC1CC1)[C@H]1C[C@]1(C)[C@H](NC(=O)OCc1ccccc1)c1ccccc1	0%	0%	-5	-1%	-1%	2%	?	-14%	-19%
COCCNC(=O)c1ccc(CSc2nc3ccccc3s2)cc1	-22%	-7%	-4	-27%	12%	?	i	-1%	-20%
COc1cc(OC)nc(Nc2nc(C(N)COCc3ccccc3)cs2)n1 (configuration not stated)	0%	?	?	2%	·	?	i	·	-10%
O=C(Nc1ccccc1)C1CCCN(C(=O)c2ccc(Cl)cc2)C1 (configuration not stated)	1%	-21%	0	?	0%	-24%	i	0%	-33%
Cn1c(SCC(=O)Nc2cccc3ccccc23)nc(O)cc1=O	-14%	-4%	13	12%	1%	-1%	i	2%	-2%
O=C(CN1CCCCC1)Nc1scc2c1c(=O)oc1ccccc12	3%	3%	-18	2%	-1%	13%	i	0%	·
O=C(CN1C2CCCC1CC(NC(=O)c1ccccc1)C2)Nc1ccccc1 (configuration not stated)	-8%	10%	9	?	15%	2%	i	-20%	-16%
O=C(CCC(=O)OCC(=O)c1ccc(F)cc1)NC1CCCCC1	6%	5%	6	12%	2%	9%	i	-2%[9.22 µM]	1%
COc1ccc(-n2nc3c(N4CCC(C(=O)NCCc5ccccc5)CC4)nnc(C)c3c2C)cc1	1%	·	·	?	·	·	i	·	-11%
COc1ccc(NC(=O)C2Cc3c(-c4ccc(NC(C)=O)cc4)ccnc3O2)cc1OC (configuration not stated)	12%	-21%	-30	?	·	-25%	i	·	-2%
COC(=O)c1ccc(N=C2S/C(=C\c3cc(C)n(-c4cccnc4)c3C)C(=O)N2C)cc1	?	-6%	?	-24%	?	0%	i	18µM*	?
CCn1c2ccccc2c2nc3cc(OC)c(OC)cc3nc21	?	?	-52*	2.1µM*	2.9µM*	?	i	18µM*	?
O=C(Nc1ccc2c(c1)OCO2)c1c(Cl)nc2sccn12	-3%	-28%	0	13%	9%	-16%	i	0%	26%
CCCc1cc(=O)oc2cc(C)cc(OC(C)C(=O)NCc3ccncc3)c12 (configuration not stated)	27%	-3%	21	0%	1%	-16%	i	-9%	8%
CN(CC(=O)Nc1ccc(Cl)cc1)CC(=O)Nc1cc(Cl)ccc1C#N	?	?	-84*	?	?	0%[9.24 µM]	i	0%	-18%
Cc1cccc(C)c1-n1nnnc1C(c1ccnc2ccccc12)N(C)Cc1ccccc1 (configuration not stated)	?	9%	24	-19%	·	11%	i	·	11%
CC(Sc1ccsc1[N+](=O)[O-])C(=O)N1CCN(c2ccccn2)CC1 (configuration not stated)	12%	4%	12	-5%	2%	10%	i	-7%	24%
CCOC(=O)c1[nH]c2ccc(OCC)cc2c1NC(=O)CN1CCN(c2ccccc2)CC1	-9%	6%	-19	?	?	-2%	i	-1%	12%
CC1Cn2c(nc3sc4c(c3c2=O)CC(C)(C)OC4)N1CCO (configuration not stated)	-1%	-2%	6	2%	1%	2%	i	-5%	4%
N#C/C(=C\c1ccc(-c2ccc([N+](=O)[O-])cc2Br)o1)C(=O)N1CCN(c2ccccc2)CC1	0%	5%	0	-2%	-11%	5%	?	-21%	-13%
O=C(N/N=C/c1ccccc1C(=O)O)C(=O)N1CCCCC1	17%	4%	6	4%	5%	10%	i	-7%	8%
CNC(=O)COc1ccc(NC(=O)c2ccc(-c3nn(C)c(=O)c4ccccc34)cc2)cc1	2%	·	·	0%	·	·	i	·	13%
COC(=O)c1cc(S(=O)(=O)N2CCOCC2)ccc1Sc1ccccc1N	0%	-7%[9.24 µM]	-19	-16%	17%	?	i	7%	0%
O=C(CCCC(=O)N(CC(=O)NC1CCCCC1)Cc1ccc2c(c1)OCO2)Nc1ccccn1	-2%	0%	-9	-1%	9%	0%	i	1%	-14%
COC(=O)c1ccccc1NC(=S)NC(=O)c1ccc2c(c1)OCO2	·	-2%	-6	·	?	-7%	i	7%	-10%
CCOc1ccc(CN(C(=O)c2cc(=O)c3cc(Cl)ccc3o2)C2CCS(=O)(=O)C2)cc1 (configuration not stated)	-17%	·	·	-21%	·	·	i	·	3%
CSCCC(NC(=O)c1ccco1)C(=O)N1CC(C)OC(C)C1 (configuration not stated)	-19%	0%	-20	-24%	-3%	0%	i	-6%	·
CCCSc1nnc(-c2ccccc2NC(=O)CC)c(=O)[nH]1	2%	-1%	23	18%	0%	2%	i	-6%	3%
CCC(=O)N=c1sc2ccccc2n1-c1ccccc1	-3%	0%	15	-1%	1%	-1%	i	-50%	-7%
COC(=O)c1cc2c(N)c(C(=O)c3ccc(Cl)cc3)sc2nc1C(OC)OC	-20%	-9%	-8	-19%	21µM*	-12%	i	?	-20%
CC1(C)CC(NC(=O)COc2ccc([N+](=O)[O-])cc2)CC(C)(C)N1	0%	-4%	12	17%	1%	-1%	i	-6%	-16%
O=[N+]([O-])c1ccc(SCc2ccncc2)nc1	-24%	-4%	14	3%	-3%	-4%	i	-14%	·
Cc1cc(C)c(NC(=O)Cn2nnc(C(=O)NCc3ccc4c(c3)OCO4)c2N)c(C)c1	0%	0%	31	0%	11%	-12%	i	?	6%
O=C(Nc1ccc(Cl)c(C(F)(F)F)c1)C1CCCN(S(=O)(=O)c2cnc[nH]2)C1 (configuration not stated)	-1%	-21%	22	-18%	13%	?	?	15%	-4%
CCOc1ccccc1OCCCOc1ccc([N+](=O)[O-])cc1Cl	-6%	-1%	-23	5%	17%	-3%	i	2%	0%
CCC(=O)N1CCc2cc(Br)cc(S(=O)(=O)N3CCN(c4ccccc4OC)CC3)c21	-7%	·	·	-1%	·	·	i	·	5%
CCCOC(=O)c1ccc(Oc2c(-c3ccc(OC)cc3O)n[nH]c2C)cc1	?	?	-23	?	?	?	?	-5%[9.22 µM]	?
COc1ccccc1CN(C)c1ccc(S(=O)(=O)N2CCN(C)CC2)cn1	-2%	-1%	9	-1%	-2%	3%	?	-7%	·
CCOC(=O)C1=C(C)NC(=S)NC1c1ccc(C)s1 (configuration not stated)	3%	5%	-11	8%	-25%	3%	i	-39%[inhibitor][1.84 µM]	2%
COc1ccc(NC(=O)c2cc(-c3ccco3)nc3ccccc23)cc1S(=O)(=O)N1CCOCC1	21%	-17%	-1	-4%	16%	-20%	i	-2%	-14%

Marked active in IL1B secr inh, of those listed so far:
| molecule | IL1B secr inh | SW480 rereplic |
| --- | --- | --- |
| CCn1c2ccccc2c2nc3cc(OC)c(OC)cc3nc21 | -52* | 18µM* |
| CN(CC(=O)Nc1ccc(Cl)cc1)CC(=O)Nc1cc(Cl)ccc1C#N | -84* | 0% |

Further structures.
SMILES	KB-3-1 cytotox	HT1080NT lethal	IL1B secr inh	KB-V1 cytotox	MCF10A rerep	HT1080 IDH1KD tx	S2 tox	SW480 rereplic	ATXN2 expr inh
COc1cc(OC)c2c(c1C(CCN1CCOCC1)c1ccc(N(C)C)cc1)OC(=O)CC2c1ccc(N(C)C)cc1 (configuration not stated)	-9%	-4%	0	11%	?	-14%	?	10%[9.22 µM]	-20%
CN(Cc1ccccc1)C(=O)CCS(=O)(=O)c1cc(Br)cc2c1N(C(=O)C1CC1)CC2	3%	·	·	-13%	·	·	i	·	3%
Cc1ccc(CSc2nc3ccccc3cc2C=O)cc1	8.2µM*	5.8µM*	48	?	21µM*	6.5µM*	i	2.6µM*	-1%
CCc1nc(SCc2ccccc2C)n[nH]1	0%	1%	-6	6%	0%	16%	i	1%	·
Cc1nn2cc(-c3ccc(-c4ccccc4)cc3)nc2s1	4%	16%	-8	?	6%	15%	i	8%	-21%
CN1C(=O)/C(=N\OC(=O)c2ccccc2Cl)c2ccccc21	4%	22%	-23	20%	-3%	12%	?	-4%	·
COc1ccc(CNC(=S)NCc2ccc(OC(C)C)cc2)cc1	14%	-15%	-2	-4%	?	3%	i	?	-9%
Cc1ccc(NC(=O)/C=C/c2cccc([N+](=O)[O-])c2)nc1	?	?	-1	3%	-5%	26%	i	8%	10%
Cc1nc(-c2ccc(C(=O)Nc3cccc(F)c3)cc2)cs1	0%	?	-24	5%	15%	?	i	7%	?
CC(C)c1nnc(NC(=O)CCC(=O)Nc2ccc3cn[nH]c3c2)s1	-3%	-17%	48	3%	-1%	-11%	i	-126%[inhibitor]	4%
COc1ccc(S(=O)(=O)N(C)c2ccccc2)c2cccnc12	-13%	-5%	0	-6%	-2%	-24%	i	?	-9%
O=S(=O)(c1ccc2c(c1)C(O)c1ccccc1CC2)C(F)(F)F (configuration not stated)	-11%	·	·	-10%	77%	·	i	-2%	-37%
CC(CN1CCNCC1)(NS(=O)(=O)c1ccccc1)c1ccccc1 (configuration not stated)	0%	-25%	?	0%	3%	-25%	i	?	-19%
Cc1ccc(C(c2sc3ncnn3c2O)N2CCCCC2)cc1 (configuration not stated)	-5%	-4%	0	-14%	4%	-2%	i	0%	34%
COc1cccc(NC(=O)CN(C)CC(=O)NCc2ccc3c(c2)OCO3)c1	0%	0%	4	-3%	9%	-2%	i	-6%	8%
COc1ccc(CN2C(=O)CCC2(C)c2nnnn2Cc2ccccc2)cc1OC (configuration not stated)	8%	26%	12	?	·	11%	i	·	8%
Cn1cc(C=C2C(=O)OC3(CCCCC3)OC2=O)c2ccccc21	18%	1%	-26	16%	-10%	4%	i	?	-5%
CC(Oc1ccccc1)C(=O)N1CCN(c2ncccn2)CC1 (configuration not stated)	?	13%	-5	9%	-5%	9%	i	1%	12%
